Screens (PubChem BioAssay)
CHT PAM – allosterically activates the human high affinity choline transporter; Q9GZV3; CHT-expressing cells, membrane potential dye, choline EC20; hits give high values; LV-AA mutant CHT in HEK293 cells; B-score at 10 µM; actives 0.49% (n = 310,000); AID 488977;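 active means initial fluorescence not abnormally high and integrated response B-score, plate-corrected, over 3 SD above library mean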
Target sequence (Q9GZV3 whole entry, looked up): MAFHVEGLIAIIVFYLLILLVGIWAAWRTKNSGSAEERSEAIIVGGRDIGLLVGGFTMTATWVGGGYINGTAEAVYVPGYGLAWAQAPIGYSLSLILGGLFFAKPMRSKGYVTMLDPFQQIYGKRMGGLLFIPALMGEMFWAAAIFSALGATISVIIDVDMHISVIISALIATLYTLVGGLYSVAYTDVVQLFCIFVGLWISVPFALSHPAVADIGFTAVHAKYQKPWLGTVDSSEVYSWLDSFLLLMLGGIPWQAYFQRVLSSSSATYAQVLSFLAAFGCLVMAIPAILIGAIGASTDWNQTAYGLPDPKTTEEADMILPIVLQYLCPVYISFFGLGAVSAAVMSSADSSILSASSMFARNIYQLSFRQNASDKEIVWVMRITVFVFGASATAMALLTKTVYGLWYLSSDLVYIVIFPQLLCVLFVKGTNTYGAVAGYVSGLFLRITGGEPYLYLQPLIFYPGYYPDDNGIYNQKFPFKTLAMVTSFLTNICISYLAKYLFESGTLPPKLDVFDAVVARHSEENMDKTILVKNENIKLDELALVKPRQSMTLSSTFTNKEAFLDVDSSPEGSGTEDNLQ
CHT inh – inhibits the human high affinity choline transporter; Q9GZV3; CHT-expressing cells, membrane potential dye, choline response; hits give low values; actives 0.86% (n = 310,000); B-score at 10 µM;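 active means B-score over 3 SD under the library average, and starting fluorescence ratio not unusually high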;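 further: choline stimulus applied at its EC90 after an EC20 pre-addition; B-score computed on integrated fluorescence ratio after choline addition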
The depositor's hits bear a star; i = inactive.

SMILES | CHT PAM | CHT inh
COc1c(C)cc(C(=O)C2CCCN(C(=O)c3cc(C)nc(C)n3)C2)cc1C (configuration not stated) | i | i
Cc1ccc(N(CC(=O)NCc2ccncc2)S(C)(=O)=O)cc1 | i | i
CCN=C1SC(CC(=O)NCCc2ccc(OC)cc2)C(=O)N1CC (configuration not stated) | i | i
O=C(Nc1cccc(C(=O)Nc2cccc(Br)c2)c1)c1ccccc1 | i | i
CC(C)OP(=O)(c1ccc(N(C)C)cc1)C(O)c1ccncc1 (configuration not stated) | i | i
Nc1c2c3c(sc2nc(=O)n1N)CCCC3 | i | i
C=CCn1c(C)cc(C(=O)COC(=O)CNC(=O)c2ccccc2)c1C | i | i
CCC(C)NC(=O)c1c(C)cc(=O)oc1C (configuration not stated) | i | i
O=C(O)C1C2CC2CN1C(=O)c1ccc(Cl)cc1 (configuration not stated) | i | i
COc1ccccc1C(=O)NCCC(=O)NCCC12CC3CC(CC(C3)C1)C2 | i | i
CC1Cc2cc(/C=C3/SC(=S)N(C)C3=O)ccc2O1 (configuration not stated) | i | i
COc1cc(NC(=O)c2ccc(Cl)cc2)c2ncccc2c1 | i | i
CCOc1ccc(S(=O)(=O)N2CCC(C(=O)OC(C)C(=O)N(C)C3CCCCC3)CC2)cc1 (configuration not stated) | i | i
CCc1nnc(NC(=O)C2CCCN2S(=O)(=O)c2ccccc2)s1 (configuration not stated) | i | i
Cc1nc(N2CCN(c3ccccc3F)CC2)[nH]c(=O)c1C | i | i
CC(=O)c1ccc(NC(=S)Nc2ccc3[nH]c(=O)[nH]c3c2)cc1 | i | i
O=c1ccc2cc3ccoc3cc2o1 | i | i
N=C1C(c2ccccc2)=C(O)CN1c1ccccc1 | i | i
O=[N+]([O-])c1cccc(NC(=S)Nc2nc(-c3ccccc3Cl)cs2)c1 | i | i
CC(C)NCc1cccc([N+](=O)[O-])c1 | i | i
O=C(CN1CCN(Cc2ccccc2F)C1=O)NCCN1CCOCC1 | i | i
Cc1nnc(SCC(=O)Nc2nsc(-c3ccc(Cl)cc3)n2)s1 | i | i
COc1ccc(C2C3=C(CC(C)(C)CC3=O)N(C)C3=C2C(=O)CC(C)(C)C3)cc1OC | i | i
O=C(CSCc1ccco1)c1ccc(Cl)s1 | i | i
CC(=O)Nc1ccc(N2C(C(C)=O)=NN(c3ccc(Cl)cc3)C2c2sccc2C)cc1 (configuration not stated) | i | i
Remaining list, next part
SMILES | CHT PAM | CHT inh
O=C(Cn1ccccc1=S)c1ccc(Cl)c(Cl)c1 | i | i
CC(C)(C)OC(=O)CNC(=O)c1[nH]cnc1C(=O)NCCCCCNC(=O)OC(C)(C)C | i | i
CC(C)c1ccc(S(=O)(=O)N2CCN(C(=O)c3ccco3)CC2)cc1 | i | i
CCn1cc(Br)c(C(=O)NC(C)c2ccccc2)n1 (configuration not stated) | i | i
Cc1cc(C)c(C#N)c(N2CCN(Cc3ccccc3)CC2)n1 | i | i
CCCn1c(SCC(=O)c2ccc3c(c2)OCCO3)n[nH]c1=O | i | i
CSc1ccccc1-c1nnc(NC(=O)Cc2ccccc2)o1 | i | i
Cc1[nH]c(C)c2c(=O)[nH]ncc12 | i | i
Cc1ccc(/C=C2/NC(=O)N(c3ccccc3)C2=O)o1 | i | i
COc1ccc(Nc2nc(-c3ccc4c(c3)NC(=O)CO4)cs2)cc1 | i | i
Cc1cc(NC(=O)c2ccc(Br)cc2)nc(C)n1 | i | i
CC1=C(C(=O)OCc2ccccc2)C(c2ccc(C(F)(F)F)cc2)NC(=O)N1CCCCCC(=O)O (configuration not stated) | i | i
COc1cccc(OC)c1C(=O)Nc1cc(Cl)ccc1N1CCOCC1 | i | i
COc1ccc(C(=O)c2cc3cccc(OC)c3o2)cc1 | i | i
CCOc1ccc(NC(=O)CSC2=NN3CCCC(=O)N=C3S2)cc1 | i | i
CCOC(=O)NC(=O)COC(=O)Cc1cc(OC)c(OC)c(OC)c1 | i | i
O=C(Nn1cnnc1)C1CCCN1S(=O)(=O)c1ccc(F)cc1 (configuration not stated) | i | i
CCOC(=O)n1c(=O)n(Cc2ccccc2)c2ccccc21 | i | i
Cc1ccccc1Cc1c(C)nc2c(C(=O)NCc3ccc4c(c3)OCO4)cnn2c1C | i | i
N#Cc1c(NC(=O)COC(=O)c2ccc(S(=O)(=O)N3CCCC3)cc2)sc2c1CCCCC2 | i | i
CCCCn1c(=NC(=O)c2cccnc2)c(C#N)cc2c(=O)n3cccc(C)c3nc21 | i | i
COc1cc2c(cc1OC)CN(C(=O)c1ccc(S(=O)(=O)N(C)c3ccccc3)cc1)CC2 | i | i
Cn1ccnc1C(O)(c1ccccc1)c1nccn1C | i | i
Cn1cnc(S(=O)(=O)Nc2ccc3c(c2)OCCO3)c1 | i | i
COc1ccccc1CN=C1NC(=O)C(CC(=O)Nc2ccc(OC)c(OC)c2)S1 (configuration not stated) | i | i
More entries follow.
SMILES | CHT PAM | CHT inh
O=C(Nc1ccccc1)c1ccc(Cn2cc(C(F)(F)F)ccc2=O)cc1 | i | i
COc1cccc(NC(=S)N2CCC(Cc3ccccc3)CC2)c1 | i | i
O=C(Nc1ccc(C(=O)N2CCOCC2)cc1)c1ccccc1[N+](=O)[O-] | i | i
O=C(CSc1nnc2n1CCCN2)c1ccc(Cl)cc1 | i | i
CCc1ccc(OCC(=O)NC(NC(=S)Nc2ccccc2)C(Cl)(Cl)Cl)cc1 (configuration not stated) | i | i
CCCCn1nc(NC(=O)c2cccs2)c2cc3ccccc3nc21 | i | i
COc1cccc(C(=O)NN2C(=S)N(c3ccccc3)C(=O)C2CC(N)=O)c1 (configuration not stated) | i | i
Cn1c(=O)[nH]c(=O)c2c1nc(N1CCCCC1)n2CC(O)COc1ccccc1 (configuration not stated) | i | i
COc1ccc(C(=O)Nc2ccc(S(=O)(=O)NC(C)(C)C)cc2)cc1[N+](=O)[O-] | i | i
O=C(Nc1ccccc1)C1=C[C@H](c2csc3ccccc23)C[C@H](OCc2ccc(CO)cc2)O1 | i | i
CCN(CC)c1ccc(/C=C2/C(=O)c3ccc(C(=O)O)cc3C2=O)cc1 | i | i
CC12CCC(C(=O)NNc3ccc([N+](=O)[O-])cc3)(OC1=O)C2(C)C (configuration not stated) | i | -10.1*
O=C(NCCc1ccccc1)C(=O)NCC1OCCCN1S(=O)(=O)c1cc(F)ccc1F (configuration not stated) | i | i
COc1cccc(C2/C(=C(\O)c3ccc4c(c3)OCO4)C(=O)C(=O)N2CCN(C)C)c1OC (configuration not stated) | i | i
COc1ccc(N(C(=O)c2ccco2)S(=O)(=O)c2cccc([N+](=O)[O-])c2)cc1 | i | i
O=C(NNC(=S)NCc1ccco1)C(c1ccccc1)c1ccccc1 | i | i
Cc1noc(C)c1CSc1ccc(Br)cc1 | i | i
Cc1cc(C(=O)N2CCCC(N3CCN(Cc4ccc5c(c4)OCO5)CC3)C2)n[nH]1 (configuration not stated) | i | i
CN(C(=O)C12CC3CC(CC(C3)C1)C2)C1CCS(=O)(=O)C1 (configuration not stated) | i | i
CCC1(C)Cc2c(sc(NC(=O)CCC(=O)O)c2C#N)CO1 (configuration not stated) | i | i
COc1ccc(/C=C(\NC(=O)c2ccccc2)C(=O)N/N=C/c2sccc2C)cc1 | i | i
C/C(CC(=O)NC12CC3CC(CC(C3)C1)C2)=N\NC(=O)c1ccc(C)cc1 | i | i
COc1ccc(-c2c3c(cc(C)[n+]2[O-])oc2ccc(OC)cc23)cc1 | i | i
O=S(=O)(NCc1ccccn1)c1ccc(Cl)s1 | i | i
CC(C)C1OC2(C)OC(=N)C1(C#N)C(C#N)(C#N)C2c1ccccc1 (configuration not stated) | i | i
More entries.
SMILES | CHT PAM | CHT inh
COc1ccc(N(CC(=O)NCc2ccc(Cl)cc2)S(=O)(=O)c2c(C)nn(C)c2C)cc1 | i | i
COc1cc(OC)c(S(=O)(=O)N2CCCCC2)cc1S(=O)(=O)N1CCCCC1 | i | i
CCN(CC)S(=O)(=O)c1cccc(N=NC2=C(O)CCCC2=O)c1 | i | i
COc1ccc(OCC(O)Cn2c(=N)n(CCN3CCCCC3)c3ccccc32)cc1 (configuration not stated) | i | i
O=S(=O)(c1cc(F)ccc1F)N1CCN(c2ncccn2)CC1 | i | i
O=C(c1ccc2c(c1)C(=O)N(Cc1ccco1)C2=O)N1CCOCC1 | i | i
COc1ccc(-c2cc(N)n(S(=O)(=O)c3c(F)c(F)c(F)c(F)c3F)n2)cc1OC | i | -7.7*
Cc1c(C)n(Cc2ccccc2)c2ccc(C(=O)NCCN3CCOCC3)cc12 | i | i
Cc1cc([N+](=O)[O-])ccc1NC(=O)C(C)[n+]1ccccc1 (configuration not stated) | i | i
CCOC(=O)Nc1ccc2c(CNC(C)c3ccccc3OC)cc(=O)oc2c1 (configuration not stated) | i | i
CC1CCCN(C(=O)COC(=O)c2ccc[nH]c2=O)C1 (configuration not stated) | i | i
O=C(Nc1nc2ccc([N+](=O)[O-])cc2s1)C1CCCO1 (configuration not stated) | i | i
Cc1onc(-c2ccccc2Cl)c1C(=O)Nc1nn[nH]n1 | i | i
Cn1c(N)c(C(=O)COC(=O)c2ccnc3ccccc23)c(=O)n(C)c1=O | i | i
COc1ccccc1CNC(=O)COC(=O)CCC(=O)c1cccs1 | i | i
CC(=O)n1cc([C@@H]2C=C(C(=O)N3CCOCC3)O[C@H](OCc3ccc(CO)cc3)C2)c2ccccc21 | i | i
CC(NC(=O)COc1cccc(Br)c1)C(=O)O (configuration not stated) | i | i
COc1ccccc1CNc1ncnc2nc[nH]c12 | i | i
COc1ccc(C(C(=O)NC2CCCCC2)N(C(=O)c2sc(C)nc2C)c2ccccc2)cc1 (configuration not stated) | i | i
NC(=O)c1ccccc1 | i | i
COc1ccc2nc(N3CCCC(C(=O)NCCCN4CCN(C)CC4)C3)sc2c1 (configuration not stated) | i | i
O=C(c1ccc(OC(F)(F)F)cc1)c1ncc[nH]1 | i | i
CCCC(=O)c1cc2c(cc1NC(=O)CC)OCCO2 | i | i
Cc1cccc(NC(=S)N2CCCCC2)c1 | i | i
O=C(Nc1cccc2nsnc12)c1cccnc1Cl | i | i
The results go on:
SMILES | CHT PAM | CHT inh
O=C(NNC(=O)C12CC3CC(CC(C3)C1)C2)c1ccccc1[N+](=O)[O-] | i | i
CNS(=O)(=O)c1ccc2ccccc2c1 | i | i
Cc1ccccc1SC1CCN(Cc2nc(C3CC3)no2)CC1 | i | i
Cc1ccc(CNC(=O)CCS(=O)(=O)c2ccc3c(c2)NC(=O)CO3)cc1 | i | i
Cc1cccc(-n2nc3c(c2NC(=O)C(C)C)CSC3)c1 | i | i
O=C(NCCc1cccs1)C1CC(c2c(Cl)cccc2Cl)=NO1 (configuration not stated) | i | i
O=C(CSc1nccn1Cc1ccccc1)NC1CCCC1 | i | i
Cc1ccc(-c2cc(C(=O)Nc3cc(C(=O)O)ccc3C)c3ccccc3n2)cc1 | i | i
O=C(CSc1nc2c([nH]c3ccccc32)c(=O)n1-c1ccccc1)N1CCOCC1 | i | i
CCc1nnc(NC(=O)C2CC(=O)N(C3CCCCC3)C2)s1 (configuration not stated) | i | i
O=[N+]([O-])c1ccc2nccn2c1 | i | i
O=C(CSc1cccc[n+]1[O-])Nc1ccc([N+](=O)[O-])cc1Cl | i | i
O=C1CCC(=O)N1c1ccc(S(=O)(=O)Nc2cccc(Br)c2)cc1 | i | i
COc1ccccc1N1CCN(C(=O)c2ccc(S(=O)(=O)N3CCCCC3)cc2)CC1 | i | i
COc1cc(-c2cc(C(=O)Nc3ccc(O)cc3)c3ccccc3n2)cc(OC)c1OC | i | i
CC(=O)Nc1cccc(C(=O)NC(C)c2ccc(S(N)(=O)=O)cc2)c1 (configuration not stated) | i | i
C=CCn1c(SCC(=O)NNC(=S)Nc2ccccc2)nnc1-c1ccccc1 | i | i
O=C1C(C=NCCCn2ccnc2)=C(O)c2ccccc21 | i | i
CC(C)n1c(O)c(N=NC(=O)Cc2csc(N3CCOCC3)n2)c2ccccc21 | i | -9.38*
O=C(N/N=C/c1coc2ccccc2c1=O)c1ccncc1 | i | i
COC(=O)[C@@]1(Cc2ccc(F)cc2)[C@H]2c3cc(C(=O)N(C)C)n(C[C@H](O)CO)c3C[C@H]2CN1C(=O)c1ccccc1 | i | i
CCOc1cccc(C2CC(=O)Nc3cc(OC)c(OC)cc32)c1 (configuration not stated) | i | -6.73*
O=C(Cc1ccc(Cl)cc1Cl)Nc1cccc(S(=O)(=O)Nc2ccccc2F)c1 | i | i
CCN(CC)S(=O)(=O)c1ccc2oc(C(=O)NCCN3CCOCC3)c(C)c2c1 | i | i
COc1ccc(Oc2nccc(-c3ccc(Cl)cc3)n2)cc1 | i | i
Cc1nn(C)c(C)c1/C=C(/C(=O)C(C)C)n1cncn1 | i | i
